Bioassay records: PubChem, several laboratories
Bim-Bcl-W = inhibitors of Bim-Bcl-W interaction, human | Q92843 | bead-based flow cytometry, Bim peptide-Bcl-W binding | inhibition, % at 10 µM | 190,000 tested, 0.02% active | AID 952;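 further: 0% = bound tracer without compound and 100% = peptide blocker; higher means less fluorescent Bim peptide bound to Bcl-W beads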
Target sequence (Q92843 whole entry, looked up): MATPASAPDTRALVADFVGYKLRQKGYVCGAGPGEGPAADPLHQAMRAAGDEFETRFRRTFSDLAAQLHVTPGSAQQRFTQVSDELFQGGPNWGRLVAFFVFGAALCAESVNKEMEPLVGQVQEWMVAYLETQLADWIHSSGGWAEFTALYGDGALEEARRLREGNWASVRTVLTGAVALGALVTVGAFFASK
GSH fluor = GSH bead compound fluorescence profile. GSH beads flow cytometry, compound fluorescence 488/530 nm; active compounds read high. fluorescence (KMESF) at 10 µM. 190,000 tested, 0.25% active; in the data active means fluorescence above about 89;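 further: glutathione beads carrying GST-tagged Bcl family fusion proteins plus one bare bead set; values are compound well signal with DMSO vehicle wells as background; inactives centre near 16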
Bcl-2 Bim block = inhibitors of Bim-Bcl-2 interaction, human. 190,000 tested, 0.06% active. P10415. inhibition, % at 10 µM. Bead-based flow cytometry, Bim peptide-Bcl-2 binding. AID 950; in the data active means inhibition above about 40%; inconclusive means no clear call, values can overlap the other calls;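 further: 0% = no compound wells with probe peptide and 100% = reference peptide inhibitor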
RGS7-Gao reg = regulators of human RGS7-Galphao interaction | Multiplexed bead flow cytometry, RGS7-Galphao binding; actives lie on both sides | binding response (% of control), % at 10 µM | 220,000 tested, 0.35% active | AID 1439; in the data active means binding response below about 49% or above about 150%; inconclusive means no clear call, values can overlap the other calls; inactive means in between;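 further: fluorescent Galphao held in activated GDP-AlF4 state binding bead-coupled RGS7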
Target sequence (P09471 whole entry, looked up): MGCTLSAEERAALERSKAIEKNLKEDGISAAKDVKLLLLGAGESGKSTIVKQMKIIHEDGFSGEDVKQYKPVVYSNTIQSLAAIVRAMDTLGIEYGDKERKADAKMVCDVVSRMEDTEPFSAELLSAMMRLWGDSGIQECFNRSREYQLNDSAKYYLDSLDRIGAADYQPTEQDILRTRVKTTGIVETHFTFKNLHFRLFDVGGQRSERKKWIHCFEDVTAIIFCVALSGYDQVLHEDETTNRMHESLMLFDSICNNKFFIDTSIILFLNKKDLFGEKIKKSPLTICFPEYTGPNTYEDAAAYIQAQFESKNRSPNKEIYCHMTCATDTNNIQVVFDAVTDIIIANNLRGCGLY
Bcl-XL Bim block = disrupts Bim peptide binding to human Bcl-XL. bead flow cytometry, fluorescence. Q07817. inhibition, % at 10 µM. 190,000 tested, 0.04% active
Target sequence (Q07817 whole entry, looked up): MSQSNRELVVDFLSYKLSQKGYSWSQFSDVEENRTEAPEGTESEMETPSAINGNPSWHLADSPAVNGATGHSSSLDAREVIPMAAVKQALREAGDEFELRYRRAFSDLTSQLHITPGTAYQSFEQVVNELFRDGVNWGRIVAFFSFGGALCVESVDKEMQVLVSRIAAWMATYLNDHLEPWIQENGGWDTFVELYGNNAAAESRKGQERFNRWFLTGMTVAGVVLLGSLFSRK
Mcl-1 Bim block = inhibitors of Bim-Mcl-1 interaction, human; Q07820; Bead-based flow cytometry, Bim peptide-Mcl-1 binding; inhibition, % at 10 µM; 190,000 tested, 0.1% active;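 further: 0% = no compound tracer wells and 100% = peptide blocker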
RGS4-Gao reg = human RGS4-Galphao interaction regulation; P09471; Multiplexed bead flow cytometry, RGS4-Galphao binding; actives lie on both sides; binding response (% of control), % at 10 µM; 220,000 tested, 0.33% active; AID 1415; in the data active means binding response below about 49% or above about 150%; inactive means in between;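 further: fluorescent Galphao activated with aluminum fluoride binding bead-coupled RGS4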
Bim-Bfl-1 = inhibitors of Bim-Bfl-1 interaction, human; 190,000 tested, 0.12% active; Bead-based flow cytometry, Bim-Bfl-1 binding inhibition; AID 1008; Q16548; inhibition, % at 10 µM;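 further: 0% = wells without compound plus tracer and 100% = blocker peptide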
Mcl1-Bid inh = Mcl-1/Bid interaction inhibition | Q07820 | TR-FRET Mcl-1/Bid-Dy647 peptide binding, 1536-well | inhibition, % at 21.7 µM | 220,000 tested, 0.97% active;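 active means compounds that cut the binding signal by more than half at the single screening dose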;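 further: His-tagged Mcl-1 with europium anti-His antibody binding Bid BH3 peptide; 0% = Mcl-1 plus peptide wells and 100% = peptide-only wells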
RGS8-Gao = regulators of human RGS8-Galphao interaction. multiplexed bead flow cytometry, RGS8-Galphao binding; actives lie on both sides. 220,000 tested, 0.34% active. P09471. response (percent of control binding), % at 10 µM; in the data active means response below about 60% or above about 140%; inactive means in between;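 further: Galphao activated as the GDP aluminium fluoride complex binding bead-coupled RGS8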
Bim-Bcl-B = inhibitors of Bim-Bcl-B interaction, human | bead-based flow cytometry, Bim peptide-Bcl-B binding | inhibition, % at 10 µM | Q9HD36 | 190,000 tested, 0.073% active;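 further: 0% = tracer peptide without compound and 100% = reference inhibitor peptide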
Target sequence (Q9HD36 whole entry, looked up): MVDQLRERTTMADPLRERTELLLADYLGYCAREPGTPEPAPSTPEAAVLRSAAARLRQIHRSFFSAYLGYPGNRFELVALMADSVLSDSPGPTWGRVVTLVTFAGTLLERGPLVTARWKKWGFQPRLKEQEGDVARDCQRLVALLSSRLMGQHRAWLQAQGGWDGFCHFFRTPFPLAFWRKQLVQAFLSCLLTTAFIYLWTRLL
The depositor's hits bear a star; u = inconclusive; x = no result given. Unless noted, no stated cut-off is given here; in the data, active means inhibition above about 40%.

Order of results: Bim-Bcl-W | GSH fluor | Bcl-2 Bim block | RGS7-Gao reg | Bcl-XL Bim block | Mcl-1 Bim block | RGS4-Gao reg | Bim-Bfl-1 | Mcl1-Bid inh | RGS8-Gao | Bim-Bcl-B
Cc1ccc(NC(=O)C(CC(C)C)NC(=O)C2CCC(C)CC2)nc1 (stereo not drawn)
 : 0 | 27 | -13 | 101 | -4 | -4 | 99 | -17 | -4 | 109 | -7
O=C(CSc1ccc(Cl)cc1)NC1CCCC1
 : -4 | 13 | -1 | 111 | -4 | -3 | 107 | -5 | -22 | 105 | -3
CCN(CC)CCn1c(NCc2nc3ccccc3n2Cc2ccccc2)nc2ccccc21
 : 0 | 15 | -6 | 109 | -6 | 0 | 105 | -12 | 4 | 105 | -7
Cc1nn(CCOc2ccccc2)c(=O)n1-c1ccc(Cl)cc1
 : -1 | 13 | 3 | u | 0 | 0 | 106 | 4 | -8 | 102 | 3
N#CCSc1ncccc1-c1nc2ccccc2[nH]1
 : x | 27 | u | 97 | x | x | 97 | x | 13 | 97 | x
CCC(OC(=O)c1nsc(Cl)c1Cl)C(=O)NCc1cccs1 (stereo not drawn)
 : -2 | 17 | 0 | x | -5 | 0 | x | 3 | -5 | x | -4
O=C1CCC/C(=N\NC(=O)c2ccc(CSc3cccc4cccnc34)cc2)C1
 : -1 | 12 | -2 | u | -1 | 0 | 93 | -3 | -30 | 96 | 0
CCN1C(=O)/C(=C/c2cc(C)n(C)c2C)SC1=Nc1ccc(OC)cc1
 : 4 | 30 | -3 | 99 | -3 | 0 | 100 | 2 | -16 | 100 | -14
COc1ccc(-c2nc3cc([N+](=O)[O-])ccc3o2)cc1
 : -3 | 13 | -2 | 101 | -2 | -1 | 100 | -10 | -29 | 95 | -4
Cn1nc(-c2ccc(Cl)cc2)c2cc(C(=O)NCCCN3CCOCC3)sc21
 : 1 | 18 | -5 | 98 | 4 | 4 | 101 | -3 | 18 | 101 | 2
Cc1occc1C(=O)N/N=C/c1cnn(C)c1C
 : -4 | 18 | x | 104 | -5 | -3 | 104 | -2 | -6 | 101 | -3
CC(C)Cn1c2c(c(O)c(C(=O)Nc3ccc(F)cc3)c1=O)CCCC2
 : -1 | 11 | -2 | 104 | 0 | -1 | 102 | -2 | -46 | 104 | 0
NC(=O)CSc1nnnn1-c1cccc(Cl)c1
 : -5 | 17 | -24 | 99 | -10 | -3 | 101 | -13 | -9 | 101 | -12
CN(C)c1ccc(NC(=O)Oc2ccccc2)cc1
 : 1 | 37 | -4 | 100 | -13 | -2 | 100 | 1 | -7 | 104 | -6
O=C1C2C3c4ccccc4C(c4ccccc43)C2C(=O)N1Cc1ccccn1 (stereo not drawn)
 : 0 | 10 | -2 | 99 | -4 | 5 | 99 | -4 | 2 | 101 | -2
c1ccc2[nH]c(CSc3ncnc4c3oc3ccccc34)nc2c1
 : 0 | 15 | -2 | 103 | 0 | -3 | 101 | 0 | -1 | 99 | -2
Clc1cc(Br)ccc1OCCCn1ccnc1
 : -2 | 9 | 1 | 102 | -4 | -3 | 104 | 0 | -9 | 104 | -4
O=C(NC1CCCC1)c1ccc([N+](=O)[O-])s1
 : -2 | 20 | -3 | 96 | -4 | 0 | 99 | -4 | -1 | 100 | -6
COc1ccc(CCNc2cc(C)nc3c(-c4ccc(Cl)cc4)c(C)nn23)cc1OC
 : 1 | 10 | -1 | 114 | 0 | 1 | 113 | 1 | 6 | 120 | -2
Cc1oc(-c2cccs2)nc1CN1CCN(C2CCCC2)C(CCO)C1 (stereo not drawn)
 : 0 | 18 | 0 | 96 | 2 | 1 | 97 | -7 | -36 | 106 | -1
CN(C)Cc1ccccc1Sc1ccc(Br)cc1
 : -3 | 5 | -4 | 87 | -3 | -5 | 88 | -3 | -15 | 97 | -6
Cc1csc(NC(=O)C(Cc2ccccc2)n2cccc2)n1 (stereo not drawn)
 : 4 | 23 | -8 | 100 | -1 | -1 | 101 | -11 | -18 | 101 | -3
O=C(O)c1ccccc1C(=O)c1ccc(N2CCOCC2)c([N+](=O)[O-])c1
 : -1 | 28 | -5 | 91 | -1 | -1 | 97 | -5 | 1 | 98 | -4
COC(=O)c1ccc(CSC2=NCCS2)cc1
 : -3 | 5 | -1 | 101 | -2 | -4 | 100 | 0 | -14 | 102 | -8
CCOC(=O)c1sc(NC(=O)CSc2nc3c(c(=O)n2-c2ccc(F)cc2)SCC3)c(C(=O)OCC)c1C
 : -3 | 16 | 0 | 110 | 0 | -3 | 111 | -1 | -2 | 109 | -3
OC(CNCCc1ccccc1)c1ccccc1 (stereo not drawn)
 : -1 | 15 | 2 | 94 | -1 | 0 | 95 | 3 | -10 | 101 | -3
CSc1nnc2n(-c3ccccc3)c(=O)c3c4c(sc3n12)CCC4
 : -2 | 10 | -1 | 98 | -3 | -2 | 97 | -1 | -24 | 97 | -2
Cc1ccccc1C(=O)c1ccc2c(c1)n(C)c(=O)n2C
 : -2 | 38 | -6 | 92 | -3 | 0 | 94 | -13 | 1 | 99 | -8
Nc1nnnn1CC(=O)N/N=C/c1cc([N+](=O)[O-])ccc1Cl
 : -2 | 13 | 0 | u | 0 | 1 | 96 | -6 | -30 | 102 | -5
O=C(C1CCN(S(=O)(=O)c2cccc3cccnc23)CC1)N1CCc2ccccc21
 : 0 | 32 | -6 | 100 | -8 | -2 | 101 | -4 | 11 | 102 | -9
O=C(Cc1ccc(Br)cc1)NNC(=O)Nc1ccc(Cl)cc1
 : -1 | 20 | -3 | u | 0 | -1 | 106 | -6 | -30 | 104 | -3
O=C(c1ccc(Cl)c(S(=O)(=O)N2CCCC2)c1)N1CCN(c2ccccn2)CC1
 : 2 | 36 | -15 | 97 | 3 | -43 | 99 | -12 | -39 | 101 | -22
O=c1/c(=C/c2cn(-c3ccccc3)nc2-c2ccc(F)cc2)sc2nc3ccccc3n12
 : 0 | 42 | -5 | 102 | -16 | 0 | 98 | -11 | -19 | 102 | -6
Cc1cccc(C)c1NC1=NC(=S)N(c2ccc(C(=O)O)cc2)C12CCCCC2
 : -3 | 30 | 0 | 97 | -4 | 0 | 100 | -5 | 3 | 102 | -2
CC1=C(C)CC(C(=O)c2ccc(C)cc2)C(C(=O)O)C1 (stereo not drawn)
 : 0 | 10 | 0 | 83 | -1 | 0 | 75 | 2 | -31 | 90 | 0
CCOC(=O)c1cc(C(=O)OCC)c2ccccn2c1=O
 : 0 | 30 | -10 | 98 | -6 | -1 | 99 | -15 | -67 | 100 | -4
Cc1ccc(C)c(C(=O)NC2CC(C)(C)NC(C)(C)C2)c1
 : -1 | 26 | -12 | 105 | -6 | -2 | 103 | -9 | -12 | 105 | -8
CCN(CC)c1ccc(/C=N/NC(=S)NC)c(O)c1
 : -4 | 15 | -5 | 99 | -2 | -5 | 102 | 0 | -19 | 100 | -24
C=CCN1C(=O)/C(=C/c2ccccc2)S/C1=N/c1nccs1
 : 0 | 25 | 0 | 102 | -1 | 0 | 101 | 0 | -16 | 104 | -3
COc1ccc(Cl)cc1NC(=O)C(OC)c1ccccc1 (stereo not drawn)
 : 1 | 25 | -1 | 104 | 0 | -2 | 99 | -4 | 27 | 102 | 0
CSCCC(NC(=O)/C(=C\c1ccc(Cl)cc1)NC(=O)c1ccccc1)C(=O)O (stereo not drawn)
 : 0 | 15 | -3 | 106 | -3 | 0 | 106 | -4 | -13 | 105 | 0
CCOC(=O)c1cnc2ccccc2c1Nc1ccc2c(c1)OCCO2
 : 0 | 10 | -5 | 96 | -3 | 1 | 97 | -4 | -16 | 99 | -5
C=CCN(c1ccccc1C(=O)O)S(=O)(=O)/C=C/c1ccccc1
 : -4 | 12 | -5 | 90 | -3 | -2 | 100 | -4 | 2 | 94 | -2
NC(=O)C(c1ncc(C(F)(F)F)cc1Cl)c1c(Cl)cccc1Cl (stereo not drawn)
 : -3 | 38 | 0 | 103 | -7 | -3 | 101 | -1 | -15 | 91 | -5
Cc1cc(NC(=O)CSc2nc3ccccc3c(=O)n2CCCC(=O)NCc2ccccc2)n[nH]1
 : -4 | 17 | -1 | 100 | -5 | -6 | 102 | -3 | 4 | 101 | -6
O=C(NCc1ccncc1)c1nc(-c2ccc(C(F)(F)F)cc2)no1
 : -4 | 16 | -7 | u | -3 | -1 | 97 | -5 | -6 | 100 | -8
COc1cccc(OC)c1C(=O)Oc1ccc2c(c1)O/C(=C\c1ccncc1)C2=O
 : 0 | 2 | -4 | 103 | -1 | 3 | 101 | 0 | -24 | 92 | -3
Cc1ccc(/C=N/Nc2nncc(-c3ccccc3)n2)o1
 : 0 | 19 | 0 | u | -4 | 1 | 102 | -2 | -55 | 101 | -1
COc1ccc(-c2cc(OC)c3ccccc3n2)cc1
 : 0 | 6 | -2 | 103 | -2 | 0 | 101 | -2 | -11 | 103 | 0
CC(NC(=O)C1(c2cccs2)CCOCC1)c1ccccc1 (stereo not drawn)
 : -4 | 17 | -7 | 97 | -8 | -2 | 96 | -13 | -16 | 99 | -12
O=C(O)c1ccc(NC(=O)c2cn(-c3ccccc3)nc2-c2ccc(Br)cc2)cc1
 : -1 | 15 | -4 | u | -3 | 3 | 97 | -3 | 0 | 97 | -2
c1ccc(Cn2nnc3c(N4CCC5(CC4)OCCO5)ncnc32)cc1
 : 0 | 21 | -11 | 101 | 0 | 0 | 99 | -17 | 2 | 104 | -6
CN(C)N1C(N)=C(C#N)C(c2cccnc2)C2=C1CC(C)(C)CC2=O (stereo not drawn)
 : -1 | 20 | -1 | 97 | 0 | -4 | 96 | -2 | 62* | 100 | -1
CC(=O)Nc1c(Cl)cc([N+](=O)[O-])c2ccccc12
 : -2 | 5 | 1 | 101 | -1 | -1 | 105 | 0 | 17 | 103 | -4
Cc1noc(C)c1COc1cccc(C(=O)Nc2ccc3c(c2)OCO3)c1
 : -1 | 20 | 1 | 126 | -5 | 0 | 105 | -4 | -14 | 100 | -3
CCOc1ccc(NC(=O)Cc2ccccc2)cc1
 : 0 | 19 | 0 | 101 | 0 | 0 | 100 | -3 | -1 | 104 | -5
N#C/C=C(/c1ccc(F)cc1)N1CCOCC1
 : -1 | 15 | 0 | 102 | 3 | 0 | 104 | 2 | -30 | 103 | 1
COC(=O)c1sccc1NC(=O)Cn1nnc(-c2ccccc2C)n1
 : -1 | 10 | -3 | 99 | -1 | 0 | 103 | -4 | 0 | 100 | -2
CC(=O)Nc1nn(C)c2nc3cc(C)ccc3cc12
 : 2 | 8 | -2 | 103 | 1 | 1 | 101 | -4 | -6 | 100 | 0
Cc1ccc(C(=O)N[C@@H](C)CN2C3=NC[C@H](C(C)C)N3C[C@H]2Cc2ccc(O)cc2)cc1Br
 : 1 | 21 | 0 | 105 | -3 | 0 | 105 | -1 | -2 | 110 | -12
O=C(CCCN1C(=O)c2ccccc2C1=O)Nc1ccccc1C(=O)N1CCOCC1
 : -2 | 24 | -3 | 105 | -1 | -5 | 107 | -2 | -2 | 108 | -1
